# OX1R antag-1: antagonists of human orexin 1 receptor (OX1R). OX1R-expressing cells, FRET antagonist read-out. AID 485270, 2010. 330,000 tested, 1.8% active. inhibition, % at 6.6 µM. Orexin/Hypocretin receptor type 1 (Homo sapiens), O43613; in the data active = inhibition mostly above about 38%, no sharp cut-off; inactive = mostly below about 40%;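 also: 0% = agonist challenge alone and 100% = reference antagonist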
# Target sequence (O43613 whole entry, looked up): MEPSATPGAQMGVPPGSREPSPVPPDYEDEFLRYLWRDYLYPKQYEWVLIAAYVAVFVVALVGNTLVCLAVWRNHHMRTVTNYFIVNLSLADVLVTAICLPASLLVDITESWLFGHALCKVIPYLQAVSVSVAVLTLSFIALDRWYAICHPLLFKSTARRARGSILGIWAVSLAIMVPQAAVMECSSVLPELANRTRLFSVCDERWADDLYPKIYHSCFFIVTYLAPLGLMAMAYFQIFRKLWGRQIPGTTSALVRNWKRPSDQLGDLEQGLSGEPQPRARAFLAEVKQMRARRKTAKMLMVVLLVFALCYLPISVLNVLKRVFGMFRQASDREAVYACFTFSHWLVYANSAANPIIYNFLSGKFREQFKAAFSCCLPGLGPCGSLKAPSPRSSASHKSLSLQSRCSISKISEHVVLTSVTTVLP
# OX1R antag-2: OX1R (HCRTR1) antagonists, primary screen, fluorescence, CHO/OX1R cells, Fluo-8 calcium, orexin A; Orexin/Hypocretin receptor type 1 (Homo sapiens), O43613; Fluo-8 calcium fluorescence; inhibition, % at 5 µM; 330,000 tested, 0.43% active; AID 434989, 2010;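 active = inhibition above its plate's threshold, mean inhibition of all tested compounds on the plate plus 3 SD, cut at about 37% in these data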;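 also: 0% = orexin A challenge wells and 100% = SB-334867-A antagonist wells; not every result past the cut was called active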
# Numbers without * were called inactive.
SMILES,OX1R antag-1,OX1R antag-2
O=C(CSc1nnc2ccccn12)Nc1ccc2c(c1)OCCO2,19,-29
CC(C)(C)NC(=O)CN(Cc1ccc2c(c1)OCO2)C(=O)CNS(=O)(=O)c1ccccc1,12,-22
Cc1cccc(/C=C\c2nc3ccccc3c(=O)[nH]2)c1,46,-15
COc1ccccc1N(C(=O)c1snc(C(N)=O)c1N)C(C(=O)NC1CCCC1)c1ccc(N(C)C)cc1 (configuration not stated),20,-15
CN(C)CCN(C(=O)/C=C/c1cccs1)c1nc2ccc(F)cc2s1,13,-26
Cc1ccc(CNC(=O)/C=C/c2ccc(Br)o2)cc1,10,-30
C#CC(C)(CC)NC(=O)Cn1nnc(-c2cccc(C(F)(F)F)c2)n1 (configuration not stated),18,-5
CCC1CCCCN1CCCNC(=O)CNC(=O)c1nn(-c2ccc(OC)cc2)c(=O)c2ccccc12 (configuration not stated),20,-31
Cc1cccnc1NC(=O)C(c1ccccc1)c1ccccc1,13,-11
COc1ccccc1N1CCN(C(=O)c2ccc(CN3CCOCC3)cc2)CC1,8,-14
Cc1ccc(NC(=O)NCCN2CCN(c3ccccc3)CC2)cc1Cl,-10,-21
COc1ccc(CCNC(=O)CN2C(=O)C(=O)N(C3CCCC3)C2=O)cc1OC,8,-95
COc1ccc(-c2noc(CCC(=O)N3CCN(c4cc(C)ccc4C)CC3)n2)cc1,24,-14
CCOc1cc(/C=N/N=C(\N)c2nonc2N)cc(Br)c1OCc1cccc2ccccc12,10,-7
CCOC(=O)N1CCN(C(=O)Cc2cccs2)CC1,24,-4

# Five entries from above, arranged by heavy-atom count, falling:
SMILES,OX1R antag-1,OX1R antag-2
COc1ccccc1N(C(=O)c1snc(C(N)=O)c1N)C(C(=O)NC1CCCC1)c1ccc(N(C)C)cc1 (configuration not stated),20,-15
COc1ccccc1N1CCN(C(=O)c2ccc(CN3CCOCC3)cc2)CC1,8,-14
Cc1ccc(NC(=O)NCCN2CCN(c3ccccc3)CC2)cc1Cl,-10,-21
O=C(CSc1nnc2ccccn12)Nc1ccc2c(c1)OCCO2,19,-29
Cc1ccc(CNC(=O)/C=C/c2ccc(Br)o2)cc1,10,-30

# Continuation:
SMILES,OX1R antag-1,OX1R antag-2
CCOC(=O)COc1ccc2c(=O)cc(-c3ccccc3)oc2c1,8,-22
Brc1ccc(OCc2nnc3n2CCC3)cc1,9,-2
COC(=O)c1ccc(/C=N/Nc2nc(-c3ccccc3)cs2)cc1,23,-16
CC1(c2ccccc2)NC(=O)N(CC(=O)N2CCN(S(=O)(=O)c3ccccc3[N+](=O)[O-])CC2)C1=O (configuration not stated),26,-2
COc1ccc(CNC(=O)COC(=O)C(CCSC)NC(=O)c2ccco2)cc1OC (configuration not stated),4,13
O=C(Nc1ccnn1C1CCN(CC2CC=CCC2)CC1)c1ccccc1Cl (configuration not stated),17,-27
C=CCn1c(Cc2ccc(OC)cc2)nnc1SCc1nc2ccccc2c(=O)[nH]1,23,-21
Cc1ccc(OC(=O)c2cccc(S(=O)(=O)N(C)C)c2)c(-n2nc3ccccc3n2)c1,24,-34
O=C(CCS(=O)(=O)Cc1ccccc1)N1CCc2ccccc2C1,17,-15
OCCN1CCN(CC/C=C2/c3ccccc3Sc3ccc(Cl)cc32)CC1,15,-14
CCCCCN(C(=O)CCC(=O)OCc1cccc(Cl)c1)c1c(N)n(CCCC)c(=O)[nH]c1=O,4,-12
O=C(CSc1nc2ccccc2[nH]1)NC1CCS(=O)(=O)C1 (configuration not stated),8,-3
COCCNS(=O)(=O)c1ccc2c(c1)Cc1cc(S(=O)(=O)NCCOC)ccc1-2,0,1
C[N+](C)(C)CCCCCCCCCC[N+](C)(C)C,9,-7
CC(C)C(=O)Nc1nnc(CCc2nnc(NC(=O)C(C)C)s2)s1,10,-5

# Arranged by the number under OX1R antag-2 (rising): 3 from the list above
SMILES,OX1R antag-2
O=C(Nc1ccnn1C1CCN(CC2CC=CCC2)CC1)c1ccccc1Cl (configuration not stated),-27
O=C(CCS(=O)(=O)Cc1ccccc1)N1CCc2ccccc2C1,-15
C[N+](C)(C)CCCCCCCCCC[N+](C)(C)C,-7

# (listing goes on)
SMILES,OX1R antag-1,OX1R antag-2
CCOc1ccc2nc(N(CCN(CC)CC)C(=O)c3cccc([N+](=O)[O-])c3)sc2c1,20,-1
Cc1ccc(NC(=O)CSc2nc(=O)n(CCCN3CCOCC3)c3c2CCCC3)cc1,20,-46
COc1cc(CNn2cn[nH]c2=S)ccc1OCC(=O)NC(C)(C)C,14,13
CN(C)S(=O)(=O)Oc1ccc(Cl)cc1C(=O)Nc1ccc(F)cc1F,17,-16
CN1CCN(c2ccc(CNC(=O)c3cc4ccccc4o3)cc2)CC1,4,-19
Cc1ccc(N2C(=O)N3[C@H](c4ccc(F)cc4)[C@@H]4C(=O)N(C5CCCCC5)C(=O)[C@@H]4[C@]3(C)C2=O)cc1,13,-44
COc1cccc(S(=O)(=O)Nc2cccc(C(=O)N3CCOCC3)c2)c1,10,3
COc1ccc(C(=O)N2CCNC(=O)C2)cc1S(=O)(=O)Nc1ccc(Br)cc1,2,-25
CCOc1ccc(CN(Cc2ccco2)C(c2cccs2)c2nnnn2C(C)(C)C)cc1 (configuration not stated),22,5
CC(=N\Nc1ccccc1)/C(=N/O)C(=O)Nc1ccccc1,18,-6
CCCCn1c(SCC(=O)Nc2sc3c(c2C(N)=O)CCC3)nnc1-c1ccccc1,28,-19
COCCCN(C(=O)CCOc1ccc(C)cc1)c1c(N)n(Cc2ccccc2)c(=O)[nH]c1=O,15,-26
CC(C)(C)n1nc(-c2ccc(F)cc2)c2c(N)ncnc21,31,-17
CC(=O)N(CCC(Cc1ccccc1)c1ccco1)Cc1ccco1 (configuration not stated),13,-28
Cc1cc(=O)n2nc(N3CCCC(C(=O)NCCC4=CCCCC4)C3)sc2n1 (configuration not stated),18,-21
Cc1nc([N+](=O)[O-])c(N2CCN(Cc3ccccc3)CC2)n1Cc1ccccc1,20,-19
O=C(O)CCc1ccc(-c2cccs2)n1Cc1ccco1,9,-2
CCOC(=O)c1nnn(-c2nonc2N)c1COc1ccc(F)cc1,16,-4
O=C(CSc1nc2ccccc2c(=O)n1Cc1ccccc1)NCc1ccco1,3,-5
Cc1cccc2sc(N(CCCN(C)C)C(=O)CCc3ccccc3)nc12,9,-12
Cc1cc(C(=O)N2CCN(c3ccccc3O)CC2)c(C)o1,13,-21
O=C(O)C1CC(=O)N(c2ccc(F)c(F)c2)C1 (configuration not stated),9,-11
O=C1CC(c2ccccc2)CC(O)=C1C=NCc1ccncc1 (configuration not stated),7,-25
CS(=O)(=O)N1CCN(c2ccc(NC(=S)NC(=O)c3ccccc3[N+](=O)[O-])cc2)CC1,9,1
Cc1nc(-c2cccc(NC(=O)C3CCCCC3)c2)cs1,17,-21
Nc1nonc1-n1nnc(C(=O)N/N=C/c2ccc(Cl)cc2Cl)c1CN1CCCC1,13,-25
Cc1cc(C(=O)NNC(=O)COc2ccccc2Cl)n[nH]1,7,-1
CN(Cc1ccc2nonc2c1)Cc1nc(Cc2cccc(F)c2)no1,13,-16
Cn1c(=O)n(C)c2cc(/C=C(/C#N)C(=O)NCc3ccco3)ccc21,38,-23
O=C(Nc1ccnn1C1CCN(C(=O)c2ccc(C(F)(F)F)cc2)CC1)C1CC1,19,-14
COc1ccccc1OCCNC(=O)c1cccs1,28,-14
COCC(C)N=C1NN=C(c2cccs2)C(CC(=O)O)S1 (configuration not stated),5,-11
CCCc1cc(N2CCCC(C(=O)NCC)C2)n2ncnc2n1 (configuration not stated),17,-16
CCN(Cc1ccccc1)C(c1ccc(C)cc1)c1nnnn1C(C)(C)CC (configuration not stated),24,4
CCCCN1CCNC[C@@H]1Cc1ccccc1,11,-11
CSc1ncccc1C(=O)N(C)CC(=O)Nc1ccc(Cl)cc1,20,-17
Cc1ccn2c(=O)nc(SCC(=O)c3ccccc3)nc2c1,12,-15
CC(C)NC(=O)[C@H](CSCc1ccccc1)N1Cc2ccccc2C1=O,10,-17
CC(C)CCN(C(=O)c1ccncc1)c1c(N)n(Cc2ccccc2)c(=O)[nH]c1=O,3,-30
C[C@@H]1C(c2cccc(Cl)c2)=NN(c2ccc(Br)cc2)[C@H]1C(=O)N1CCOC1=O,0,7
COn1c(=O)c(=O)n(O)c2ccccc21,40,-1
CC(C)c1cc(=O)[nH]c(SCC(=O)NC2CCCC2)n1,18,-12
COC(=O)C1CCN(C(=O)NC(C)(C)C)CC1,21,11
CC1CCN(C(=O)COC(=O)Cn2cnc3c2c(=O)n(C)c(=O)n3C)CC1,17,-2
FCCCOc1ccc(-c2ccnc3ncnn23)cc1,19,-1
O=C(NCCc1cccc(Cl)c1)c1ccc(Cl)c([N+](=O)[O-])c1,14,-6
Cc1ccc(C)c(Cn2nnc3c(=O)[nH]c(C(=O)NCc4ccco4)nc32)c1,23,-39
Cc1cc(C)cc(N(C(C)C(=O)NC2CCCC2)S(C)(=O)=O)c1 (configuration not stated),14,-25
CCC(CC)c1nnc(NC(=O)COc2ccc3c(c2)OCO3)s1,7,-14
O=C(Nn1c(SCc2ccc(F)cc2)nc2ccsc2c1=O)c1ccccc1,38,7
COc1ccc([C@H]2/C=C\CN(C(=O)CC(C)(C)C)[C@@H](C)C(=O)N2Cc2ccc(F)cc2)cc1,12,-42
O=C(c1ccco1)N1CCN(C(c2ccccc2F)c2nnnn2CC2CCCO2)CC1 (configuration not stated),28,4
COc1ccc(-n2cc(CNCCc3ncc(C)[nH]3)c(-c3ccccc3Cl)n2)cc1,28,-29
CC(C)c1ccc(NC(=O)CCNS(=O)(=O)c2cccc3nsnc23)cc1,14,-4
CCCCn1c(N)c(N(CC(C)C)C(=O)c2cccs2)c(=O)[nH]c1=O,22,-12
Cn1c(=O)n(-c2ccc(Cl)cc2)c(=O)c2c3c(sc21)COC(C)(C)C3,10,-17
COCCCn1c(C(=O)NCCC2=CCCCC2)cc2c(=O)n3cccc(C)c3nc21,4,-30
COC(=O)c1ccc(OC(=O)C2CSC3(C)CCC(=O)N23)cc1 (configuration not stated),14,-1
CCOc1ccc(CCNC(=O)COC(=O)CNC(=O)c2ccc(Br)o2)cc1OCC,5,-33
CC(C)(C)OC(=O)N1CCC[C@H]1C(=O)Nc1ccc(S(=O)(=O)C(F)F)cc1,1,-33
COCCn1c(=O)[nH]c2cc(C(=O)Nc3cccc(F)c3)ccc2c1=O,13,-4
Cc1nn2c(-c3ccccc3)ccnc2c1-c1ccccc1,16,-15
O=C(Nc1nc2c(F)cc(F)cc2s1)C1CCN(C(=O)c2ccc(F)cc2)CC1,11,-16

# Reformatted with each value named: part of the list above.
COc1ccc(-n2cc(CNCCc3ncc(C)[nH]3)c(-c3ccccc3Cl)n2)cc1
- OX1R antag-1: 28
- OX1R antag-2: -29

COCCCN(C(=O)CCOc1ccc(C)cc1)c1c(N)n(Cc2ccccc2)c(=O)[nH]c1=O
- OX1R antag-1: 15
- OX1R antag-2: -26

Cc1nc(-c2cccc(NC(=O)C3CCCCC3)c2)cs1
- OX1R antag-1: 17
- OX1R antag-2: -21

CS(=O)(=O)N1CCN(c2ccc(NC(=S)NC(=O)c3ccccc3[N+](=O)[O-])cc2)CC1
- OX1R antag-1: 9
- OX1R antag-2: 1

# Shown field by field: four of the compounds above
O=C(c1ccco1)N1CCN(C(c2ccccc2F)c2nnnn2CC2CCCO2)CC1 (configuration not stated)
  OX1R antag-1: 28 | OX1R antag-2: 4

CCOc1ccc(CCNC(=O)COC(=O)CNC(=O)c2ccc(Br)o2)cc1OCC
  OX1R antag-1: 5 | OX1R antag-2: -33

Cc1ccc(C)c(Cn2nnc3c(=O)[nH]c(C(=O)NCc4ccco4)nc32)c1
  OX1R antag-1: 23 | OX1R antag-2: -39

COCCCn1c(C(=O)NCCC2=CCCCC2)cc2c(=O)n3cccc(C)c3nc21
  OX1R antag-1: 4 | OX1R antag-2: -30

# High-throughput results: PubChem BioAssay, The Scripps Research Institute Molecular Screening Center
